Bioassay records as filed in PubChem.
CRFBP-R2 agonist = agonists of CRF-BP/CRF-R2 complex, primary screen, cell-based, HEK293, calcium dye fluorescence, uHTS. activation, % at 13.2 µM. calcium dye fluorescence (FLIPR); percent of saturating CRF peptide response. hit rate 0.46% among 350,000. AID 588473, 2011;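 active = activation of at least 50%, plus an integration ratio under a set limit after plate pattern correction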;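 note: plate controls were neutral control wells without compound for no effect and CRF at EC100 for full effect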
CHRM1 PAM = human M1 muscarinic receptor positive allosteric modulators, primary screen, CHO-K1 cells, Fluo-8 calcium fluorescence, 1536-well; hit rate 0.088% among 360,000; Muscarinic acetylcholine receptor M1 (Homo sapiens), P11229; CHO-K1 hM1, ACh EC20; 0% = ACh EC20, 100% = maximal ACh; activation, % at 3 µM; in the data active = activation above about 19%, passing the limit was not always enough
Target sequence (P11229 whole entry, looked up): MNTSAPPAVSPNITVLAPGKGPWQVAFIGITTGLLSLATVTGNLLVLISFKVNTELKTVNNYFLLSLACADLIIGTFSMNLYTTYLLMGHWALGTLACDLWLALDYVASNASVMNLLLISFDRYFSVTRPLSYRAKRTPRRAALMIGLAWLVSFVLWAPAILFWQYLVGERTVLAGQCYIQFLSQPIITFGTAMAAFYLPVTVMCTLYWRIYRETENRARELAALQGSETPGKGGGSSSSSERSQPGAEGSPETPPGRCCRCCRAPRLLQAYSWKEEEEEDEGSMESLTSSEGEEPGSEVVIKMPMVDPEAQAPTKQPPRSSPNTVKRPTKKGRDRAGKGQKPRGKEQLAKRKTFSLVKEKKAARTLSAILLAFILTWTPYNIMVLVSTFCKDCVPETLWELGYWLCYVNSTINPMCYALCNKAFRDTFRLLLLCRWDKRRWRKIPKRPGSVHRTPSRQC
CHRM5 PAM = human M5 muscarinic receptor positive allosteric modulators, primary screen, CHO-K1 cells, Fluo-8 calcium fluorescence; hit rate 0.3% among 360,000; activation, % at 3 µM; AID 624038, 2012; Muscarinic acetylcholine receptor M5 (Homo sapiens), P08912; CHO-K1 hM5, ACh EC20 PAM; 0% = ACh EC20, 100% = ACh EC100;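 active = activation above the run cutoff, the mean activation of all test compounds plus 3 SD, cut at about 18% in these data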
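Replicates: One well per compound, no replicates | System: Human M5 receptor in CHO-K1 cells | Benchmarks: Low control EC20 acetylcholine (0%), high control EC100 acetylcholine (100%) | Probe or stimulus: Acetylcholine, EC20 level | Times: Fluo-8 loading 80 min at 37 °C plus 30 min room temperature | Signal: Intracellular calcium via Fluo-8 fluorescence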
CHRM5 antagonist = human M5 muscarinic receptor antagonists, primary screen, CHO cells, Fluo-8 calcium fluorescence; Muscarinic acetylcholine receptor M5 (Homo sapiens), P08912; CHO-hM5 cells, ACh EC80; inhibition, % at 3 µM; hit rate 0.59% among 360,000; AID 624040, 2012;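 active = inhibition above a per-plate cutoff, the mean of that plate's test compounds plus 3 SD, cut at about 27% in these data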;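 note: 0% = acetylcholine EC80 with DMSO and 100% = DMSO without agonist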
CHRM4 antagonist = human M4 muscarinic receptor antagonists, primary screen, CHO cells, Fluo-8 calcium fluorescence | Muscarinic acetylcholine receptor M4 (Homo sapiens), P08173 | CHO-hM4 cells, ACh EC80 | inhibition, % at 3 µM | hit rate 0.73% among 360,000 | AID 624125, 2012;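 active = inhibition above its plate's cutoff, the mean inhibition of sample wells plus 3 SD, cut at about 27% in these data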;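 note: 0% = acetylcholine EC80 with DMSO and 100% = DMSO without agonist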
Target sequence (P08173 whole entry, looked up): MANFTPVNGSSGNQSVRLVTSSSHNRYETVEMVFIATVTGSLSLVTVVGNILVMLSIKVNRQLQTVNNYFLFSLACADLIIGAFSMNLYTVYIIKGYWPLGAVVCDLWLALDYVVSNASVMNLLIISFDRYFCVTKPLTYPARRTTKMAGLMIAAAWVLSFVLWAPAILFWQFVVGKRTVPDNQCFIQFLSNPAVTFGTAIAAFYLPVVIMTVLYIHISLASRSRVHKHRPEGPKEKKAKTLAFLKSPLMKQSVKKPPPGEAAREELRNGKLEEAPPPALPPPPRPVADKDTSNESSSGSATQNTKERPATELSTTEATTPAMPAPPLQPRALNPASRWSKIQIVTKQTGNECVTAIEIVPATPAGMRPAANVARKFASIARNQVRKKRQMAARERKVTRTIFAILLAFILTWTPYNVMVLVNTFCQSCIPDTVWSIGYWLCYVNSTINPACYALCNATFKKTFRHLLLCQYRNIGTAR
CHRM4 agonist = human M4 muscarinic receptor agonists, primary screen, CHO-K1 cells, Fluo-8 calcium fluorescence | Muscarinic acetylcholine receptor M4 (Homo sapiens), P08173 | CHO-K1 hM4/Gqi5; vehicle 0%, full acetylcholine response 100% | activation, % at 3 µM | hit rate 0.14% among 360,000 | AID 624127, 2012;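 active = activation above the run mean over all test wells plus 3 SD, cut at about 32% in these data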;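 note: peak over basal fluorescence ratio per well then scaled between controls; 0% = DMSO wells and 100% = acetylcholine at EC100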
CRFBP-R2 block = antagonists of CRF-BP/CRF-R2 complex, primary screen, cell-based, HEK293, calcium dye fluorescence, uHTS | inhibition, % at 11.8 µM | hit rate 0.59% among 350,000 | AID 588475, 2011 | CRF-induced calcium fluorescence;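 active = inhibition of the ligand-induced calcium signal above about 50% at the single tested concentration, limit read from the data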
M4 PAM = human M4 muscarinic receptor positive allosteric modulators, primary screen, CHO-K1 cells, Fluo-8 calcium fluorescence; Muscarinic acetylcholine receptor M4 (Homo sapiens), P08173; CHO-K1 hM4/Gqi5, ACh EC20; 0% = ACh EC20, 100% = maximal ACh; activation, % at 3 µM; hit rate 0.4% among 360,000; AID 624126, 2012;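 active = activation above its plate's cutoff, the mean activation of sample wells plus 3 SD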; note: some results filed as inactive read as strong as hits
M5 ag = human M5 muscarinic receptor agonists, primary screen, CHO-K1 cells, Fluo-8 calcium fluorescence; Muscarinic acetylcholine receptor M5 (Homo sapiens), P08912; CHO-K1 hM5 cells; 0% DMSO wells, 100% maximal acetylcholine response; activation, % at 3 µM; hit rate 0.19% among 360,000;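 active = activation above the run's mean over test compounds plus 3 SD, cut at about 23% in these data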;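 note: signal is peak over basal fluorescence ratio across the kinetic read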
* = called active by the depositor; nt = not tested or not shown.

SMILES	CRFBP-R2 agonist	CHRM1 PAM	CHRM5 PAM	CHRM5 antagonist	CHRM4 antagonist	CHRM4 agonist	CRFBP-R2 block	M4 PAM	M5 ag
CCOC(=O)[C@]12CCCC=C1N(Cc1ccc(Cl)cc1Cl)C(=O)[C@H](CC(=O)NCC1CCCCC1)C2	nt	nt	-10	10	-5	-2	nt	-3	-3
Nc1nonc1C(=O)NCCN=Cc1ccccc1O	-0.8	6	-2	0	1	1	-12	-4	0
Cn1c(C(=O)OC(C(=O)NC2CCCCC2)c2cccnc2)cc2sccc21 (configuration not stated)	-0.4	-6	-5	41*	-4	2	8	4	-8
O=C(NC1CCCCC1)C(c1cc2ccccc2o1)n1c(=O)c(-c2ccco2)nc2ccccc21 (configuration not stated)	nt	nt	-1	-3	6	0	nt	0	3
O=C(Nc1ccccc1C(=O)Nc1ccccc1)c1ccco1	0.0	13	-1	8	9	1	-11	-5	-4
CCOC(=O)c1c(C)nn(-c2ccc(NC(=O)c3cccs3)cc2)c1C	1.2	-3	-4	0	0	12	0	-4	-3
Cc1ccccc1OCC(=O)N/N=C/c1ccc2c(c1)OCCO2	-1.2	3	-5	8	11	2	1	10	0
Cc1ccc(C(=O)NCC(=O)OC(C)C(=O)Nc2ccc(N3CCOCC3)cc2)s1 (configuration not stated)	-2.3	8	2	-5	-2	1	-2	-10	3
O=C1CC(c2ccc(F)cc2)Sc2nc(-c3ccccc3)c(-c3ccccc3)n21 (configuration not stated)	1.7	8	-2	11	-4	1	-12	6	-1
CCOc1ccc(C(=O)NC(=S)Nc2cccnc2)cc1	0.7	5	0	4	8	0	-3	-1	2
CCCn1nc2cc(C(=O)NCCc3cccs3)ccc2c1OCC	-2.1	12	0	13	-3	0	14	11	-2
O=C(NCCc1c[nH]c2ccccc12)/C(=C\c1cccnc1)NC(=O)c1ccccc1F	-0.6	-9	-14	13	-16	8	7	-25	1
CCOc1ncccc1C(=O)N1CCN(c2cccc(C)c2C)CC1	-0.9	7	13	-6	3	1	12	3	-4
COc1cccc(OCC(O)CNC(=O)c2oc3c(C)c(C)ccc3c2C)c1 (configuration not stated)	-1.1	1	5	-1	-5	2	-22	-3	1
Cc1ccc(S(=O)(=O)N2C[C@H]3[C@H]4C(=O)N(c5ccccc5)C(=O)[C@H]4C[C@H](OC(=O)Nc4cccs4)[C@@]3(O)C2)cc1	0.3	17	-5	3	-13	1	-13	8	2
Cc1ccnc(SCC(=O)c2ccc([N+](=O)[O-])cc2)n1	-2.4	2	1	5	18	0	32	-5	-2
CCOC(=O)C1CCCN(S(=O)(=O)c2ccc3ccccc3c2)C1 (configuration not stated)	0.8	5	-6	10	-5	4	8	-2	-3
C/C(=N\NC(=O)CC1N=C(Cc2ccccc2)NNC1=O)c1ccc(Cl)cc1Cl (configuration not stated)	-1.2	5	-19	-2	-5	4	-21	0	-3
COc1ccc(C(=O)N2CCN(S(=O)(=O)c3ccc(C)cc3C)CC2)cc1OC	-0.3	3	-7	-4	-11	3	26	-1	1
COC(=O)c1ccc(N2CCN(C)CC2)c(NC(=O)c2sc3ccccc3c2Cl)c1	1.3	6	-3	-9	-16	4	-10	0	-8
O=C(Nc1ccc(F)c(Cl)c1)c1cc(C2CCCN(S(=O)(=O)c3cccc4cccnc34)C2)on1 (configuration not stated)	nt	-8	-9	13	6	14	nt	-10	0
Cc1ccc([C@@H]2CC=C(C(=O)O)CN2S(=O)(=O)c2ccccc2C)cc1	-1.6	5	-2	17	-2	0	-10	4	-4
COc1ccc(CNC(=O)COC(=O)c2cc(C)oc2C)cc1	-2.0	12	3	-6	1	0	1	5	-1
CCN(CC)C(=O)C(=O)Nc1ccc(OC)c(Cl)c1	-1.7	11	5	7	-5	1	-7	8	0
C[C@H]1CN([C@@H](C)CO)C(=O)CCCn2nncc2CO[C@@H]1CN(C)Cc1cccc2c1OCCCO2	-0.7	8	2	-5	-19	1	4	6	-2
COC(=O)COc1cc(OCC(=O)OC)c2c(-c3ccccc3)cc(=O)oc2c1	-0.1	4	2	3	2	2	-1	2	-3
COc1ccc(C(=O)c2c(-c3cccc(C)c3)oc3ccc(N4CCOCC4)cc23)cn1	-0.6	1	-3	10	0	-1	4	-1	-3
CCOC(=O)N1CCC(N2Cc3cccc(C(=O)NCc4ccccc4OC)c3C2=O)CC1	-1.5	-1	-15	5	-7	6	13	-4	-2
COc1ccc(-c2nnc(SCC(=O)NC(=O)Cc3ccccc3)n2C)cc1	1.6	2	0	1	-3	0	3	3	2
CCN(c1ccccc1)S(=O)(=O)c1ccc(Cl)c(NC(=O)CSc2nc(N)cc(=O)[nH]2)c1	-0.3	-2	-1	9	8	0	-9	-5	-4
CN(CCc1ccccc1)C(=O)c1ccc(NC(=O)Cc2ccc(NC(=O)C3CCN(C(=O)C4CCCCC4)CC3)cc2)cc1	-1.3	-5	-2	4	15	0	0	-3	2
CCOc1cc(/C=C2\C(=O)N(c3cccc(C(F)(F)F)c3)C(=O)c3ccccc32)ccc1O	1.3	7	6	-10	-4	1	-29	11	0
O=C(O)c1ccccc1C(=O)N1CCN(C(=O)c2ccccc2Cl)CC1	-0.4	0	-3	-7	-7	4	-15	-2	0
CCOC(=O)N1CCN(CC(=O)NC(=O)Nc2ccc3c(c2)OCCO3)CC1	-1.8	4	6	-8	-7	1	2	6	2
COc1ccc(CN2CCC2(C)C(=O)NCCNC(C)=O)c2ccccc12 (configuration not stated)	nt	-5	-1	0	-1	2	nt	3	0
Cn1c(-c2ccccc2)c(/C=N/NC(=O)c2cccnc2)c2ccccc21	-2.9	-2	3	-7	-16	2	10	7	-4
COCCNC(=O)C(c1ccc(F)cc1)N(C(=O)CCC(=O)Nc1nccs1)c1ccc(C)cc1 (configuration not stated)	-0.7	10	5	-13	1	2	-1	-4	2
CNC(=S)Nc1ccc([N+](=O)[O-])c(C)c1	3.2	7	-7	13	0	9	26	-10	7
COc1ccccc1NC(=O)CN(c1ccccc1F)S(C)(=O)=O	-1.5	0	-6	9	9	0	-2	-6	-2
O=c1nc(Nc2ccc(OCc3ccccc3)cc2)sc2ncccc12	0.1	12	0	8	7	0	-1	2	1

Shown with two lines to a compound: entries from further up
Results follow in this order: CRFBP-R2 agonist | CHRM1 PAM | CHRM5 PAM | CHRM5 antagonist | CHRM4 antagonist | CHRM4 agonist | CRFBP-R2 block | M4 PAM | M5 ag
O=C(Nc1ccc(F)c(Cl)c1)c1cc(C2CCCN(S(=O)(=O)c3cccc4cccnc34)C2)on1 (configuration not stated)
  nt | -8 | -9 | 13 | 6 | 14 | nt | -10 | 0
Cc1ccc([C@@H]2CC=C(C(=O)O)CN2S(=O)(=O)c2ccccc2C)cc1
  -1.6 | 5 | -2 | 17 | -2 | 0 | -10 | 4 | -4
COc1ccc(CNC(=O)COC(=O)c2cc(C)oc2C)cc1
  -2.0 | 12 | 3 | -6 | 1 | 0 | 1 | 5 | -1
CCN(CC)C(=O)C(=O)Nc1ccc(OC)c(Cl)c1
  -1.7 | 11 | 5 | 7 | -5 | 1 | -7 | 8 | 0
C[C@H]1CN([C@@H](C)CO)C(=O)CCCn2nncc2CO[C@@H]1CN(C)Cc1cccc2c1OCCCO2
  -0.7 | 8 | 2 | -5 | -19 | 1 | 4 | 6 | -2
COC(=O)COc1cc(OCC(=O)OC)c2c(-c3ccccc3)cc(=O)oc2c1
  -0.1 | 4 | 2 | 3 | 2 | 2 | -1 | 2 | -3
COc1ccc(C(=O)c2c(-c3cccc(C)c3)oc3ccc(N4CCOCC4)cc23)cn1
  -0.6 | 1 | -3 | 10 | 0 | -1 | 4 | -1 | -3
CCOC(=O)N1CCC(N2Cc3cccc(C(=O)NCc4ccccc4OC)c3C2=O)CC1
  -1.5 | -1 | -15 | 5 | -7 | 6 | 13 | -4 | -2
COc1ccc(-c2nnc(SCC(=O)NC(=O)Cc3ccccc3)n2C)cc1
  1.6 | 2 | 0 | 1 | -3 | 0 | 3 | 3 | 2
CCN(c1ccccc1)S(=O)(=O)c1ccc(Cl)c(NC(=O)CSc2nc(N)cc(=O)[nH]2)c1
  -0.3 | -2 | -1 | 9 | 8 | 0 | -9 | -5 | -4
CN(CCc1ccccc1)C(=O)c1ccc(NC(=O)Cc2ccc(NC(=O)C3CCN(C(=O)C4CCCCC4)CC3)cc2)cc1
  -1.3 | -5 | -2 | 4 | 15 | 0 | 0 | -3 | 2

Further entries:
SMILES	CRFBP-R2 agonist	CHRM1 PAM	CHRM5 PAM	CHRM5 antagonist	CHRM4 antagonist	CHRM4 agonist	CRFBP-R2 block	M4 PAM	M5 ag
NC(=O)CSc1nnc(-c2ccc3c(c2)OCO3)o1	1.6	6	1	1	-4	1	-2	6	-1
COc1cc(-c2nnc(-c3ccncc3)o2)ccc1OCc1ccccc1	0.7	4	-10	2	-8	3	-35	0	-2
COc1ccc(NC(=O)c2cc(S(=O)(=O)N3CCCC3)ccc2OC)cc1	-2.8	1	-1	8	17	1	-19	-5	-6
CCCCn1c2c(c(=O)n(C)c1=O)C(c1ccc(OC)cc1)N1CCCCCC1=N2 (configuration not stated)	-1.2	2	4	4	-6	-1	-10	0	-15
Cc1nc(C(F)(F)F)c(C(=O)N/N=C(\N)c2ccccn2)s1	-0.4	-1	-5	6	5	1	19	2	-4
O=C1[C@H]2[C@@H](c3ccc(F)cc3)N3C(=O)N(c4ccccc4)C(=O)[C@@]3(Cc3ccc(Cl)cc3)[C@H]2C(=O)N1C1CCCCC1	2.8	2	-6	-1	2	1	-16	1	1
O=c1[nH]ncc(N2CCCCCC2)c1Cl	-0.8	4	2	0	5	0	6	-1	-9
O=C(/C=C(\O)c1ccccc1)C(=O)NNC(=O)c1ccccc1[N+](=O)[O-]	1.1	9	2	9	-4	1	-16	3	-3
Cc1ccc(S(=O)(=O)N2CCN(C(=O)CSC(=S)N3CCCC3)CC2)c(C)c1	0.1	-3	-18	2	2	12	-1	-1	-3
C/C(=N\NC(=O)c1nn(C)c(C)c1Br)c1cccc(NC(=O)c2ccoc2C)c1	-0.8	6	22*	11	17	2	2	5	-4
O=C(CSc1nnc(-c2cccnc2)n1Cc1ccco1)c1ccc(Cl)cc1	-4.5	-1	-2	-6	-7	0	-5	7	-1
COc1ccc(C2c3ccc4ccccc4c3Oc3ncn(CCO)c(=N)c32)cc1 (configuration not stated)	5.3	5	-6	20	-2	4	-14	-5	0
COc1ccc(-n2c(=O)[nH]c3cc(C(=O)NCCc4ccc(OC)c(OC)c4)ccc3c2=O)c(OC)c1	0.5	5	4	-2	3	1	1	7	-2
